# Source: PubChem
# S3 lipid droplet: qHTS Assay for Lipid Storage Modulators in Drosophila S3 Cells. lipid storage change, negative = inhibition, % at the top dose, mostly 46.1 µM; hits show Potency in µM. actives 0.64% (n = 320,000). Drosophila S3 cells, BODIPY lipid droplet fluorescence, 18-24 h; cells fed with added oleic acid; active = well fitted inhibition curve with a large enough effect in the signal ratio, with a control signal flat, not every such curve was filed as active; inconclusive = small, poorly fitted or top-dose-only effect, or effect the other way, or a change in a side signal; the % refers to the signal ratio
#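 Drosophila S3 cells loaded with oleic acid (400 uM, as added) and compounds at several concentrations; lipid droplets imaged by 488-nm laser-scanning cytometry, 500–530 nm intensity and object ratio to cell channel. Percent activity normalized to 20 uM Triacsin C.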
# S3 lipid droplet cell count max: recorded beside S3 lipid droplet, whose call it bears; cell number change, %; measured here: cell count max response;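 cells counted by Cell Tracker Red CMTPX staining in the red channel; peak over a dose series mostly up to 46.1 µM; percent activity relative to internal control wells on each plate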
# Active calls of the source: *; i = inactive; ? = inconclusive; . = no result given. % is set by controls: 0 for no effect and ±100 for the full control effect; potency is the fitted concentration of half-maximal effect. Only part of the results is shown (hit frequency here may not be typical).
SMILES,S3 lipid droplet,S3 lipid droplet cell count max
COc1ccc(C)cc1-n1nnnc1SC/C(O)=C(\C#N)c1nc2ccccc2[nH]1,?,.
CCOc1ccc(S(=O)(=O)NCCC(=O)N2CCN(c3ncccn3)CC2)cc1,3%,14
CN(c1ccc(OCC(=O)OCC(=O)c2c(N)n(C)c(=O)n(C)c2=O)cc1)S(=O)(=O)c1ccc2ccccc2c1,?,.
O=C(CNC(=O)c1ccco1)OCC(=O)c1ccc(Cl)cc1Cl,0%,23
O=C(NC(=S)N1CCc2ccccc21)c1ccc(Br)o1,?,.
CCCc1nnc(SCC(=O)N(CC)CC)n1CC1CCCO1 (centres undefined),1%,8
Fc1ccccc1Cn1cc(C(=S)N2CCOCC2)c2ccccc21,?,.
CC(C)C(=O)N1CCC2(CC1)Oc1ccc(Cl)cc1C(=O)C21CC(c2ccccc2)=NO1 (centres undefined),4%,1
Cc1ccc(C)c(Cn2nnc3c(=O)[nH]c(C(=O)Nc4ccc(F)cc4)nc32)c1,?,.
CC(=O)c1cc(C)ccc1OC(=O)c1ccco1,?,.
CC(C(=O)NC1CCCCC1)N1C(=O)C2C3C=CC(C3)C2C1=O (centres undefined),1.8µM*,-1.8*
COc1ccc(C(C)=O)cc1COC(=O)c1cc(C)nc2ccccc12,?,.
CCSc1nnc(-c2ccccc2N=Cc2c(C)[nH]n(-c3ccccc3)c2=O)c(=O)[nH]1,?,.
CC(C)Nc1ncnc2c1cnn2-c1ccc(Cl)cc1,i,.
Cc1ccc(S(=O)(=O)N2CCCc3cc(NC(=O)c4c(F)cccc4F)ccc32)cc1,i,.
CCc1ccccc1NC(=O)CN(c1cccc(OC)c1)S(C)(=O)=O,i,5
Cc1cc(C)n(Cc2cnc(N3CCOCC3)s2)n1,?,.
O=c1[nH]n(-c2ccccc2)c(=O)c2ccccc12,5%,9
COc1ccc2cc(C3(C)NC(=O)N(CC(=O)NCCC4=CCCCC4)C3=O)ccc2c1 (centres undefined),?,.
CCc1nc2ccccc2n1Cc1ccc(F)cc1,?,.
CCOC(=O)N1CCN(C(=O)c2ccccc2CCc2ccccc2)CC1,?,.
COc1cc(C)c(S(=O)(=O)N2CCN=C2c2ccccc2)cc1C,?,.
CC(=O)Nc1ccc(OCC(O)Cn2c3ccccc3c3ccccc32)c(C)c1 (centres undefined),-3%,-16
Nc1ccc2oc3ccc(N)cc3c(=O)c2c1,?,.
Cc1ccc(Cl)cc1NC(=O)CNC(=O)N1CC(=O)Nc2ccccc21,4%,-13
COc1ccc(S(=O)(=O)N2CC=C(C(=O)Nc3ccc(NC(C)=O)cc3)CC2)cc1,?,.
Cc1cccc2cc(CN(Cc3ccc(F)cc3)C(=O)N(C)C)c3nnnn3c12,15%,-12
COc1ccccc1CN(C)C(=O)CN1CCN(S(=O)(=O)c2ccc3c(c2)OCCCO3)CC1,i,-10
Cc1ccc(C)c(OCC(O)CN2CCc3ccccc3C2)c1C (centres undefined),3%,-23
COc1ccc(-c2cc(C(=O)Nc3cc(Cl)ccc3OC)no2)cc1,-7%,-5
COC(=O)c1cc(S(=O)(=O)NCCCc2ccco2)c[nH]1,?,.
CCOC(=O)N1CCN(C(=O)C2CCC(=O)N(Cc3ccc(Cl)cc3)C2)CC1 (centres undefined),?,.
O=C(C[n+]1cccc(CNC(=O)c2ccc(OC(F)F)cc2)c1)Nc1ccc(F)cc1,?,.
CCC(C)(C)n1nnnc1CN1CCC(NC(=O)c2ccc(Br)cc2)CC1,-3%,-6
C=C(C)C1CC=C(C)/C(=N\NC(=O)CCC(=O)Nc2ccc(C)c(C)c2)C1 (centres undefined),-1%,1
COc1ccccc1N(C)S(=O)(=O)c1ccc(C(=O)OCC(=O)NCC(F)(F)F)cc1,7%,3
Cn1cc(C(=O)c2ccccc2)cc1-c1nc2ccccc2n1C,i,.
Nc1cc2ccncc2c2ccccc12,?,.
CS(=O)(=O)N1N=C(c2ccc(Br)cc2)CC1c1cccs1 (centres undefined),?,.
COc1ccc(-n2nc3c(c2NC(=O)C2CC(=O)N(c4ccccc4)C2)CS(=O)(=O)C3)cc1 (centres undefined),-8%,-9

# For convenience, some entries already given.
SMILES,S3 lipid droplet,S3 lipid droplet cell count max
COc1ccccc1N(C)S(=O)(=O)c1ccc(C(=O)OCC(=O)NCC(F)(F)F)cc1,7%,3
Cn1cc(C(=O)c2ccccc2)cc1-c1nc2ccccc2n1C,i,.
Nc1cc2ccncc2c2ccccc12,?,.
CS(=O)(=O)N1N=C(c2ccc(Br)cc2)CC1c1cccs1 (centres undefined),?,.
COc1ccc(-n2nc3c(c2NC(=O)C2CC(=O)N(c4ccccc4)C2)CS(=O)(=O)C3)cc1 (centres undefined),-8%,-9

# Next part
SMILES,S3 lipid droplet,S3 lipid droplet cell count max
Cc1cc(C)c(C#N)c(SCCS(=O)(=O)c2ccc(C(C)(C)C)cc2)n1,?,.
O=C(CCS(=O)(=O)c1ccc2c(c1)NC(=O)CS2)NCCc1ccc(Cl)cc1,i,-16
Cc1cccc(C(=O)NC2C(=O)NNC2c2ccc(Cl)cc2)c1 (centres undefined),?,.
Oc1ccc(Br)cc1-c1cc(-c2ccc(Cl)cc2)n[nH]1,?,.
CCC(=O)Nc1ccc(N2CCCCC2)c(C(=O)Nc2ccccc2C)c1,?,.
O=C(CSc1nc(=O)n2ccccc2n1)Nc1cccc2ccccc12,?,.
CCc1ccc(CN2CCC(n3nccc3NC(=O)c3ccccc3C)CC2)cc1,-14%,13
O=C(CCCC(=O)c1ccccc1)NCCc1ccccc1,-32%,9
COc1ccc(C(=O)OC(C(=O)c2ccccc2)c2ccccc2)cc1 (centres undefined),-14%,-12
CC1CCC(NC(=O)c2cc(C3CC3)nn2-c2ccccc2)CC1 (centres undefined),?,.
CC[n+]1ccccc1/C=C/Nc1ccccc1,0%,14
O=C(Cc1ccccc1Cl)Nc1ccc(S(=O)(=O)N2CCOCC2)cc1,?,.
COc1cc(CN2CCNC(=O)C2CC(=O)NC2CCCC2)cc(OC)c1 (centres undefined),?,.
Cc1cccc(NC(=O)CSCc2c(C)noc2C)c1C,16%,-17
CCOC(=O)C1CCN(S(=O)(=O)c2cccc(-c3cn4ccccc4n3)c2)CC1,-1%,-20
O=c1[nH]nc(CNc2ccc(O)cc2)c2ccccc12,i,11
CCc1ccc(C2CC(c3cccc(OC)c3)n3nc(N)nc3N2)cc1 (centres undefined),i,.
C=CCNC(=O)C12CC3CC(C1)CC(C(=O)NCC=C)(C3)C2,-2%,-14
COc1ccc(-n2cnc3cc([N+](=O)[O-])ccc32)cc1,-4%,19
Cc1ccc(-c2cc(C(=O)N/N=C/c3c[nH]c4ccccc34)[nH]n2)cc1,?,.
CC(C)(CNC(=O)c1ccc(NS(=O)(=O)c2ccc(F)cc2)cc1)N1CCOCC1,?,.
COc1ccnc(N=CNOCc2cccc(Cl)c2Cl)c1C#N,?,.
Cc1cccc(C)c1OCc1nnc(SCC(=O)Nc2nccs2)n1-c1ccccc1,?,.
COc1ccc(-c2nn(-c3ccccc3)cc2/C=N/NS(=O)(=O)c2ccccc2)cc1,?,.
O=C(NC(=S)Nc1ccc(S(=O)(=O)N2CCCCCC2)cc1)c1cccs1,?,.
CC(=O)N1CCN(C(C)=O)C1c1ccccc1,-12%,1
Cc1nnc(NC(=O)CSc2nnc(CNC(=O)c3ccc(S(=O)(=O)N(C)C)cc3)o2)s1,9%,-4
O=C(C1CCCCC1)N1CCN(S(=O)(=O)c2cccc([N+](=O)[O-])c2)CC1,i,2
COc1ccc(OC)c(N(CC(=O)NN=C2CCN(C)CC2)S(=O)(=O)c2ccccc2)c1,?,.
CCCCOC(=O)Nc1nnc(CCc2ccccc2)s1,i,.
COc1cccc(C(=O)C2CCCN(Cc3cn(CC(N)=O)c4ccccc34)C2)c1 (centres undefined),4%,6
CC(O)[C@H]1CNC(=O)C(=O)N1CC1CCCCC1 (some centres undefined),?,.
CCOc1cc(/C=N/Nc2nnc(C)n2N)ccc1OC(C)=O,?,.
CC(=O)c1ccc(OCC(=O)Nc2ccc3nc(C)sc3c2)cc1,?,.
COC(=O)c1ccc(COC(=O)c2ccc(N(C)C)cc2)cc1,?,.
Cc1noc(C)c1S(=O)(=O)N1CCC(C(=O)N2CCN(C3CCCC3)CC2)CC1,3%,-5
COC(=O)c1nn(-c2ccccc2)c(Sc2ccc(OC)cc2)c1/C=N/O,14%,0
CC1(C(=O)N(Cc2ccccc2)Cc2ccccc2)CC1(Br)Br (centres undefined),10%,2
Cc1ccc(Cl)cc1NC(=O)COC(=O)c1ccc(COc2ccc3c(C)cc(=O)oc3c2)cc1,?,.
Cc1c(NC(=S)NC(=O)Cc2ccccc2)cccc1C(=O)O,?,.

# An excerpt from above in order of count of non-hydrogen atoms, smallest number first.
SMILES,S3 lipid droplet,S3 lipid droplet cell count max
CC1(C(=O)N(Cc2ccccc2)Cc2ccccc2)CC1(Br)Br (centres undefined),10%,2
Cc1noc(C)c1S(=O)(=O)N1CCC(C(=O)N2CCN(C3CCCC3)CC2)CC1,3%,-5
COc1cccc(C(=O)C2CCCN(Cc3cn(CC(N)=O)c4ccccc34)C2)c1 (centres undefined),4%,6

# The listing continues:
SMILES,S3 lipid droplet,S3 lipid droplet cell count max
COc1ccc2c(CC(=O)OCC(=O)Nc3cc(C)c(C)cc3[N+](=O)[O-])coc2c1,?,.
Cc1cc(C)nc(Sc2ccc(/C=C(\C#N)C(=O)Nc3ccccc3)o2)n1,i,19
COC(=O)c1ccc(Cl)c(NC(=O)c2ccc(-c3ccccc3)cc2)c1,?,.
COc1cccc(NC(=O)CN2CCN(c3ccccc3F)CC2)c1,i,.
COc1ccccc1N1CCN(C(=O)c2ccc(NC3=NC4CS(=O)(=O)CC4S3)cc2)CC1 (centres undefined),i,6
COc1ccccc1NS(=O)(=O)c1ccc2oc(SCc3ccc(F)cc3)nc2c1,-12%,-20
Cc1cc(C)c(NC(=O)C(C)Sc2nc3ccc(N4C(=O)c5ccccc5C4=O)cc3s2)c(C)c1 (centres undefined),?,.
O=C(c1ccccc1)c1ccc(OCC(O)CNCc2cccc(Cl)c2)cc1 (centres undefined),?,.
COc1cccc(CC(=O)Nc2cc(S(=O)(=O)N3CCCCC3)ccc2C)c1,?,.
CC1CCN(C2=NC(=O)/C(=C/c3ccccc3F)S2)CC1,15%,1

# Among those listed so far, these have a cyano group:
SMILES,S3 lipid droplet,S3 lipid droplet cell count max
COc1ccc(C)cc1-n1nnnc1SC/C(O)=C(\C#N)c1nc2ccccc2[nH]1,?,.
Cc1cc(C)c(C#N)c(SCCS(=O)(=O)c2ccc(C(C)(C)C)cc2)n1,?,.
COc1ccnc(N=CNOCc2cccc(Cl)c2Cl)c1C#N,?,.
Cc1cc(C)nc(Sc2ccc(/C=C(\C#N)C(=O)Nc3ccccc3)o2)n1,i,19

# (continued)
SMILES,S3 lipid droplet,S3 lipid droplet cell count max
COCCCN1C(=O)C(=O)/C(=C(/O)c2ccc(OC)cc2C)C1c1cccnc1 (centres undefined),-8%,-9
Cc1cccc(Nc2nc(N3CCN(C)CC3)nc(N)c2[N+](=O)[O-])c1,?,.
Cc1ccc(NC(=O)COC(=O)c2ccc3c(c2)OCCO3)cc1S(=O)(=O)N1CCOCC1,1%,22
Cc1cc(Br)ccc1SCC(=O)OCC(=O)N1CCN(C(=O)c2ccco2)CC1,?,.
COc1ccc(CC(=O)NCc2n[nH]c(=S)n2C)cc1,-1%,12
COc1ccc(-c2nc(CS(=O)(=O)CC(=O)NCCc3ccc(C)cc3)c(C)o2)cc1,?,.
O=C(CCN1C(=O)/C(=C/c2cccs2)SC1=S)NNC(=O)c1cccc(O)c1,?,.
Cc1c(N=CN2CCOCC2)c(=O)n(C)c(=O)n1C,i,.
CCn1c(SCC(=O)O)nnc1-c1cc2c(C)nn(-c3ccccc3)c2s1,9%,-3
COCc1[nH]nc2c1C1(CCC3(CC1)OCCO3)C(C#N)=C(N)O2,?,.
O=C(Nc1ccc(F)cc1)NC1(C(=O)NCc2ccco2)CCCCC1,?,.
CC1CCc2c(sc(NC(=O)CSc3nc(N)cc(=O)[nH]3)c2C(N)=O)C1 (centres undefined),?,.
CCOC(=O)C1CCCN(Cc2sccc2C)C1 (centres undefined),?,.
COc1ccc(CN2C3CCC2CC(NC(=O)c2cccc(F)c2)C3)cc1 (centres undefined),?,.
CCOC(=O)CC(=O)Nc1cc(Cl)ccc1O,?,.
OCC[C@@H]1C[C@@H](O)[C@H](O)[C@]2(OCc3ccccc32)O1,-12%,7
COc1ccc(CCNC(=O)COC(=O)CCC(=O)c2ccc(F)cc2)cc1,?,.
C/C(=N/n1cnnc1)c1cccnc1,?,.
Cc1cccc(OCC(=O)Nc2ccccc2C(=O)N2CCOCC2)c1,?,.
C=CCSc1nnc(NC(=O)c2cccc(S(=O)(=O)N(C)c3ccccc3)c2)s1,?,.
COC(=O)c1c(C)noc1-c1ccc(Cl)cc1,?,.
CCOC(=O)c1cc(=O)[nH]c2ccccc12,?,.
COc1ccc(Sc2nc(-c3ccccc3)ncc2C(=O)O)cc1,23%,-11
COc1cc2nc(SCc3ccc(Cl)cc3Cl)n(Cc3cccs3)c(=N)c2cc1OC,?,.
CC(NC(=O)CSc1nc2ccccc2c(=O)[nH]1)c1ccccc1 (centres undefined),?,.
CC[C@H](C)[C@@H](C(=O)NCCCCCCCCCCC(=O)N1CCN(C(=O)OC(C)(C)C)CC1)n1cc(CCCCN=C(NC(=O)OC(C)(C)C)NC(=O)OC(C)(C)C)nn1,?,.
CC1(C)CC(=O)C=C(OC(=O)c2ccc(Cl)cc2)C1,?,.
Cn1cnnc1SCC(=O)Nc1ccc2nc(SCc3cccc4ccccc34)sc2c1,?,.
CCC(C)NC(=O)CSc1n[nH]c(-c2cc(Cl)ccc2OC)n1 (centres undefined),-4%,7
Cc1cc(-c2nnc(SCC(=O)Nc3ccccc3Cl)n2C)no1,5%,25
COc1ccc(N2CCN(C(=O)c3cc4c(s3)-c3ccccc3S(=O)(=O)C4)CC2)cc1,?,.
